# aGlu spleen mod: qHTS Assay for Inhibitors and Activators of Human alpha-Glucosidase From Spleen Homogenate; 0.006% of 240,000 active; Potency, µM (doses to about 79.9 µM), inactives show top-dose activity change, negative = inhibition, most hits filed as inhibitors; human spleen homogenate, 4-MU-alpha-glucoside fluorescence;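 further: 0% = enzyme with vehicle and -100% = no enzyme basal signal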
#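 Human spleen homogenate (1 ug) incubated with compounds and 1 mM 4-methylumbelliferyl-alpha-D-glucopyranoside in pH 5.0 citrate/phosphate buffer, 37 C, 40 min. Stopped at pH 10; 4-MU fluorescence (Ex 365/Em 440 nm); AC50 by Hill fit.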
# GAA glycogen: qHTS Assay for Inhibitors and Activators of Human alpha-Glucosidase Cleavage of Glycogen. AID 2100, 2009. Potency, µM (highest dose often 76.4 µM), inactives show at the highest dose activity change, negative = inhibition, usual class: inhibitors. 0.38% of 300,000 active. recombinant GAA, glycogen substrate, Amplex Red glucose oxidase fluorescence. Lysosomal alpha-glucosidase (Homo sapiens), P10253;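 further: 0% = full enzyme reaction and -100% = no-enzyme basal signal; the screen sought inhibitors and activators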
#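 qHTS, 1536-well; enzyme 4 nM final; cpd up to 77 uM; substrate bovine liver glycogen 30 ug; 50 mM citrate/phosphate pH 5.0, 0.01% Tween-20; 37 C, 40 min; Amplex Red detection 45 min RT; Hill fit → AC50.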
# TRb SRC2 PPI: qHTS for Inhibitors of the Interaction of Thyroid Hormone Receptor and Steroid Receptor Coregulator 2 | Thyroid hormone receptor beta (Homo sapiens), P10828 | TRbeta-SRC2 peptide binding, fluorescence polarization; receptor liganded with 1 µM T3 | Potency, µM (titrated, usually from 106 µM), for inactives: at the top dose activity change, negative = inhibition, most hits filed as inhibitors | 0.065% of 280,000 active;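 further: plate controls were bound peptide for no effect and peptide without receptor for full effect; nearly all actives have a fitted effect of over 50% in size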
# Target sequence (P10828 whole entry, looked up): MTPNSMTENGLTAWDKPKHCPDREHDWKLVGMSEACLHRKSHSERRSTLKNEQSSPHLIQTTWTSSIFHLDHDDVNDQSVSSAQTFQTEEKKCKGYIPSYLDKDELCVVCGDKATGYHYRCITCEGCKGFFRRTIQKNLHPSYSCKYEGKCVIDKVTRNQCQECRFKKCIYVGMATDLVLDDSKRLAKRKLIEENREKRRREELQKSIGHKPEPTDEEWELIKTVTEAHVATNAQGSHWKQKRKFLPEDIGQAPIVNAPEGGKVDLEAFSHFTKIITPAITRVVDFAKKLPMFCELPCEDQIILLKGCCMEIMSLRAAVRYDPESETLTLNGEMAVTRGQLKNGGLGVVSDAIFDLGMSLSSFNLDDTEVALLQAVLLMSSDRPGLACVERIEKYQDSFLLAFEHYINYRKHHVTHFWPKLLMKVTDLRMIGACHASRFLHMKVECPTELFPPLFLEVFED
#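 Binding of a 20-amino-acid Texas Red SRC2 peptide (20 nM) to TRb ligand-binding domain (0.6 uM) with agonist T3 at 1 uM was followed by fluorescence polarization after a 5 hr room-temperature incubation.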
# TR SRC2 fluor cs: Total Fluorescence Counterscreen for Inhibitors of the Interaction of Thyroid Hormone Receptor and Steroid Receptor Coregulator 2 | AID 1479, 2009 | Potency, µM (highest dose often 106 µM), for the others: at the top dose fluorescence change, negative = quenching | 0.29% of 280,000 active | TRb/SRC2 Texas Red total fluorescence interference; active means well fitted curve in either direction with a large enough effect; inconclusive means small, poorly fitted or top-dose-only effect
#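 Human TRβ ligand-binding domain (0.6 uM) and Texas Red SRC2 peptide (20 nM) in Tris buffer with 1 uM T3 and 5% DMSO were incubated with pinned compound for 5 hr at ambient temperature. Total fluorescence was computed as S + 2P (555/632 nm).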
# RECQ1 inh: qHTS Assay for Inhibitors of RecQ-Like Dna Helicase 1 (RECQ1). ATP-dependent DNA helicase Q1 (Homo sapiens), P46063. RECQ1 DNA unwinding, red fluorescence kinetic read. Potency, µM (series often up to 57.3 µM), inactives show top-dose activity, negative = inhibition, usual class: inhibitors. 0.54% of 240,000 active;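 further: plate controls were vehicle for no effect and no enzyme for full effect; nearly all actives have a fitted effect of over 30% in size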
# Target sequence (P46063 whole entry, looked up): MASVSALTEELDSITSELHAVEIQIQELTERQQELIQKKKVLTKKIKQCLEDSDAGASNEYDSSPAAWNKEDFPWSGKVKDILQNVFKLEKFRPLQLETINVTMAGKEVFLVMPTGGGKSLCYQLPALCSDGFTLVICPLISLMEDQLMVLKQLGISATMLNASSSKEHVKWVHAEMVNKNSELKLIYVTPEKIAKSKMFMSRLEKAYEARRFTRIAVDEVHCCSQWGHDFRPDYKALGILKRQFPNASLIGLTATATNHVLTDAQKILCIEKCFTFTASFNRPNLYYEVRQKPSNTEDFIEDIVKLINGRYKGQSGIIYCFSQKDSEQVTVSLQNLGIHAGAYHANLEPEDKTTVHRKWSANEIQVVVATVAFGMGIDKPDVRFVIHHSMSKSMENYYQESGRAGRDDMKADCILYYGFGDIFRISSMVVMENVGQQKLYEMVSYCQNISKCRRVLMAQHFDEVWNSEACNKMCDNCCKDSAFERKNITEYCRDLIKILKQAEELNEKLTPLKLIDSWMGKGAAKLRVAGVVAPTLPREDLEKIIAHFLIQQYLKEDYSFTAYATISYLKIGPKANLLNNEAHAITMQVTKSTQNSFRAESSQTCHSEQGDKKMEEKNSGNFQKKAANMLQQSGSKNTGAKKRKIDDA
#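 RECQ1T1 50 nM; forked duplex (20 bp + 30-nt ss tails) 200 nM, ATP 2 mM final; pH 8.0, 2 mM MgCl2, 2.5 ug/ml poly(dI-dC); 15 min compound preincubation; discontinuous kinetic read over 2 h at RT.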
# GAA inhib: qHTS Assay for Inhibitors of Human alpha-Glucosidase as a Potential Chaperone Treatment of Pompe Disease. Lysosomal alpha-glucosidase (Homo sapiens), P10253. purified human GAA, 4-MU-alpha-glucoside fluorescence. Potency, µM (titrated, usually from 76.9 µM), inactives show at the top dose activity change, negative = inhibition, actives largely listed as inhibitors. 0.005% of 200,000 active;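 further: plate controls were uninhibited enzyme wells for no effect and no-enzyme background for full effect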
#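 AC50 values come from Hill fits of compound titrations (up to 77 uM) against 4 nM human enzyme. Substrate 4-methylumbelliferyl-alpha-D-pyranoside at 400 uM, pH 5.0 citrate buffer, 20 min room temperature; fluorescence Ex 365/Em 440 after alkaline stop.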
# L3MBTL1 block: qHTS Assay for the Inhibitors of L3MBTL1. Potency, µM (highest dose often 57.1 µM), without a hit: at the highest dose activity, negative = inhibition, actives largely listed as inhibitors. Lethal(3)malignant brain tumor-like protein 1 (Homo sapiens), Q9Y468. AlphaScreen L3MBTL1–H3K9me1 peptide binding. 0.66% of 230,000 active; further: nearly all actives have a fitted effect of over 60% in size
#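 L3MBTL1 (50 nM) pre-complexed 30 min with biotinylated H3(1-15)K9me1 peptide (75 nM), then compounds added for 30 min at room temperature; AlphaScreen streptavidin donor/nickel chelate acceptor beads (10 ug/mL final) read after 30 min dark incubation.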
# GoLoco inh red: qHTS Assay for Inhibitors of RGS12 GoLoco Motif Activity (Red Fluorophore); AID 880, 2007; Guanine nucleotide-binding protein G(i) subunit alpha-1 (Homo sapiens), P63096; Gai1:RGS12 GoLoco peptide FP, rhodamine, 10 min; Potency, µM (doses to about 61.6 µM), for inactives: at the top dose activity, negative = inhibition, most hits filed as inhibitors; 0.44% of 230,000 active; active means well fitted inhibition curve with a large enough effect, not every such curve was filed as active; inactive means no such curve, though single readings can be large or run the other way; further: nearly all actives have a fitted effect of over 30% in size; many of its hits are not listed in these tables
# Starred values were filed as active, the others as inactive; i = inactive; ? = inconclusive; . = no result given; & = joins results of further samples; [ ] = remark or other dose. Unless noted, the call rests on the fitted dose curve; in most records, active means well fitted curve in the direction sought with a large enough effect; inconclusive means small, poorly fitted or top-dose-only effect, or another doubt; inactive means no such curve, though single readings can be large; an effect the other way counts as inactive or inconclusive. Unless noted, on the % scale 0 is the no-effect control and ±100 the full control effect; potency means the concentration at half of the fitted maximal effect.
SMILES,aGlu spleen mod,GAA glycogen,TRb SRC2 PPI,TR SRC2 fluor cs,RECQ1 inh,GAA inhib,L3MBTL1 block,GoLoco inh red
CCC(C)(C)n1nnnc1CN(Cc1ccco1)Cc1cc2cc3c(cc2[nH]c1=O)OCO3,16.5%,4.5%,-21.1%,1.9%,i,?,-1.4%,68.9%[activator]
O=C1/C(=C/c2ccco2)CCc2ccccc21,-3.9%,1.6%,-9.5%,0.1%,10.1%,-6.6%,?,8.7%
Cc1cccc(NC(=O)COC(=O)c2cc(C)oc2C)c1,-7.7%,0.9%,-0.2%,-0.2%,-4.0%,-6.5%,.,2.3%
O=C1c2ccccc2NC(c2ccco2)N1/N=C/c1ccco1 (stereo unspecified),2.4%,1.6%,-3.7%,-3.1%,17.4%,9.6%,-2.3%,-7.0%
CCCCNC(=O)C1CC(=O)N(C2CCCCC2)C1 (stereo unspecified),-2.9%,9.7%,-20.4%[53 µM],2.2%[53 µM],-2.9%,3.2%,50.1%[activator],2.9%
CC(C)(C)c1ccc(CCC2OCC(C[N+]3(C)CCOCC3)O2)cc1 (stereo unspecified),-18.1%,1.1%,0.7%,-7.1%,1.6%,.,0.4%,16.6%
C#CCNC(=O)C1=C[C@@H](c2ccc(Br)cc2)C[C@@H](OCCCCO)O1,-0.8%,-3.6%,-7.7%,-3.4%,-12.8%,.,5.3%,8.6%
Cc1ccccc1NS(=O)(=O)c1cc(C(=O)NCCC2=CCCCC2)ccc1Cl,-21.6%,-11.6%,-1.2%,0.9%,-22.8%,-3.0%,-3.5%,-5.0%
CCOC(=O)C1C(=O)N(O)CC1c1cccc(Oc2ccccc2)c1 (stereo unspecified),2.8%,-3.3%,2.5%,-4.4%,-2.4%,-6.2%,.,4.8%
CCOc1cccc(CNc2ccc(O)cc2)c1OCc1ccc(Cl)cc1,0.4%,?,35.5µM*,?,-9.4%,-1.8%,?,-22.5%
CCc1cc2c(=O)n3c(nc2s1)-c1[nH]c2ccc(OC)cc2c1CC3,-6.5%,6.8%,4.2%,-5.7%,0.1%,-2.7%,2.6%,-4.9%
Cc1noc(/C=C/c2ccco2)c1S(=O)(=O)N1CCC(C(=O)NC(C)c2ccccc2)CC1 (stereo unspecified),-18.1%,4.8%,9.3%,6.2%,-10.7%,-4.1%[15.4 µM],-2.7%,26.8%
COc1ccc(C)cc1NC(=O)c1ccc2c(SCC(=O)O)c3c(nc2c1)CCCC3,-6.2%,5.8%,-8.6%&11.2%,-2.3%&1.7%,-12.8%,.,.,4.1%
CCOc1cc(CN2CCN(C(=O)c3ccco3)CC2)ccc1OC,-13.4%,5.2%,-17.8%,0.6%,-13.2%,-10.8%,4.3%,3.9%
Cc1ccc(OCC(=O)NNC(=O)C2CCN(c3ncccn3)CC2)cc1,2.4%,9.7%,-14.8%,-0.5%,3.2%,1.5%,0.9%,1.1%
O=C(Nc1ncc(Cc2ccc(C(F)(F)F)cc2)s1)c1ccc(-c2cccc([N+](=O)[O-])c2)o1,3.7%,4.5%,-16.9%,-3.6%,-4.9%,-9.0%,-2.6%,7.7%
Nc1nc(-c2nonc2N)no1,-1.7%,13.8%,-3.0%,-1.0%,?,2.8%,-2.2%,7.2%
CC(Sc1nc2nn(-c3ccccc3)c(=O)c-2c2n1CCCCC2)C(N)=O (stereo unspecified),3.5%,-3.6%,-3.4%,-3.2%,i,-11.0%,.,1.6%
Cc1cc2nnc(SCC(=O)NCc3cccs3)n2c(N)n1,0.7%,-12.6%,2.3%,0.4%,i,0.2%,-3.4%,-17.0%
C/C(=N\O)c1ccc2c3ccccc3n(C)c2c1,-4.0%,-3.9%,-7.3%,-2.0%,-15.2%,1.7%,4.6%,3.6%
COC(=O)CCC(=O)Nc1ccccc1C(=O)Nc1ccccc1,-4.7%,7.5%,-20.6%,-3.6%,-10.4%,-6.0%,9.3%,2.9%
CCn1c(SCC(=O)Nc2ccccc2N2CCOCC2)nnc1-c1ccccc1O,1.6%,6.5%,3.7%,-1.6%,-0.8%,0.2%,5.9%,-11.0%
CCOC(=O)c1c(NC(=O)COc2ncnc3sccc23)sc2c1CCC2,-7.5%,1.3%,-7.0%,-1.2%,-1.1%,-9.6%,-1.4%,6.8%
Cc1cccc(OCCn2c(S(=O)(=O)O)nc3ccccc32)c1,9.7%,11.5%,-6.6%,1.1%,8.7%,-1.4%,-2.4%,2.9%
COC(=O)c1ccc(CSc2nnc(C)n2N)o1,-12.2%,-4.0%,8.8%,3.2%,7.6%,2.2%,-2.3%,-18.3%

# Fetched by compound from the entries so far (2):
SMILES,aGlu spleen mod,GAA glycogen,TRb SRC2 PPI,TR SRC2 fluor cs,RECQ1 inh,GAA inhib,L3MBTL1 block,GoLoco inh red
C#CCNC(=O)C1=C[C@@H](c2ccc(Br)cc2)C[C@@H](OCCCCO)O1,-0.8%,-3.6%,-7.7%,-3.4%,-12.8%,.,5.3%,8.6%
COC(=O)c1ccc(CSc2nnc(C)n2N)o1,-12.2%,-4.0%,8.8%,3.2%,7.6%,2.2%,-2.3%,-18.3%

# An excerpt from above, reduced to TR SRC2 fluor cs:
structure | TR SRC2 fluor cs
O=C1/C(=C/c2ccco2)CCc2ccccc21 | 0.1%
Cc1ccc(OCC(=O)NNC(=O)C2CCN(c3ncccn3)CC2)cc1 | -0.5%
Nc1nc(-c2nonc2N)no1 | -1.0%

# Other results
SMILES,aGlu spleen mod,GAA glycogen,TRb SRC2 PPI,TR SRC2 fluor cs,RECQ1 inh,GAA inhib,L3MBTL1 block,GoLoco inh red
NNC(=O)Cn1nnc(-c2ccc(C(F)(F)F)cc2)n1,-0.7%,-4.3%,0.9%,-7.0%,-7.2%,.,.,6.5%
O=C(CCNC(=O)c1ccco1)NCc1ccccc1,-3.1%,0.0%,1.1%,-2.6%,-0.7%,?,.,4.5%
Cc1cc(NC(=O)CSC2=Nc3ccccc3C3=NC(Cc4ccccc4)C(=O)N23)n[nH]1 (stereo unspecified),-14.7%,2.8%,-4.2%,-4.9%,-10.9%,-7.6%,-0.1%,-0.4%
CC(C)(C)C1CCc2onc(C(=O)N3CCOCC3)c2C1 (stereo unspecified),0.6%,-1.8%,5.9%,1.5%,-0.6%,-6.9%,.,-7.4%
CCN(Cc1ccccc1)C(=O)c1cc(COc2c(F)cccc2F)on1,2.9%,4.3%,-1.9%,-2.0%,-11.2%,.,56.8%[activator],0.7%
CCn1c2ccccc2c2cc(NC(=O)c3cc(OC)c(OC)c(OC)c3)ccc21,-6.0%,12.8%,2.0%,-2.7%,-3.9%,-10.6%,-2.6%,-2.8%
Brc1cc2c(cc1Br)OCCOCCOCCO2,11.2%,-5.6%,4.3%,1.1%,-0.9%,.,-17.5%,-15.6%
Cn1c(-c2sccc2OCc2cccc(C(F)(F)F)c2)n[nH]c1=S,6.4%,?,2.9%,-4.9%,i,-0.1%,?,5.5%
CCCc1nc2n[nH]c(N)c2c2c1CCCC2,-4.8%,?,-10.5%,-0.7%,i,-0.9%,0.7%,.
COc1ccccc1Cn1c(=S)[nH]c2cc(C(=O)N3CCN(C)CC3)ccc2c1=O,-12.9%,-2.6%,-0.1%,-2.1%,0.8%,-3.8%,-0.9%,10.3%
Cc1ccc(OCC(=O)N/N=C2/SCC(=O)N2Cc2ccccc2)cc1,-12.1%,7.9%,-2.5%,-0.9%,-11.6%,6.5%,8.6%,2.4%
Cc1c(NC(=O)c2ccc3c(c2)C(=O)N(Cc2ccco2)C3=O)cccc1C(=O)O,-1.6%,-5.6%,1.9%,-0.8%,-1.7%,-3.2%,.,0.0%
O=c1oc2ccccc2c(O)c1/C=N/c1ccccn1,2.7%,-4.2%,-2.9%,2.4%,i,-8.0%,7.5%,22.9%
C=CCn1c(=NC(=O)CN2C(=O)CCC2=O)sc2cc(S(N)(=O)=O)ccc21,-2.9%,2.9%,-2.7%,-1.6%,1.7%,?,-10.2%,8.5%
COc1ccc(C(C(=O)NC2CCCCC2)N(C(=O)c2sc(C)nc2C)c2ccc(C(C)=O)cc2)cc1 (stereo unspecified),-6.4%,-9.5%,0.2%,-2.8%,12.1%,-0.8%,-1.3%,-7.0%
COCCNC(=O)C(=O)N/N=C(\C)CC(=O)Nc1ccc2c(c1)OCO2,4.4%,-25.6%,3.3%,0.0%,-9.7%,-6.0%,.,10.1%
CC1(C)Cc2c(sc3nc(-c4ccccc4)oc(=O)c23)CO1,-1.8%,-2.7%,0.4%,0.9%,14.0%,3.1%,10.9%,0.4%
CCCc1n(CC(O)COCC2CC=CCC2)c2ccccc2[n+]1C (stereo unspecified),-2.7%,6.7%,0.3%,-1.9%,3.9%,0.7%,14.9%,-0.6%
Fc1ccccc1N=C1Nc2cccc3cccc1c23,7.1%,7.8%,-0.4%,-2.9%,i,?,-29.4%,3.9%
CCc1[nH]nc(C(=O)N2CCCC(CCC(=O)N3CCN(c4ccccn4)CC3)C2)c1C (stereo unspecified),9.5%,9.2%,3.0%[53 µM],-0.5%[53 µM],i,?,-2.2%,-8.0%
CCC(=O)Nc1cc(C(=O)O)ccc1Sc1ccc(C)cc1,-5.6%,5.0%,2.4%,-4.3%,-7.3%,-2.5%,.,2.2%
O=S1(=O)NC(=NCCc2ccccn2)c2ccccc21,5.2%,-14.1%,-9.8%,0.6%,-1.1%,2.9%,8.4%,-4.2%
Cc1cc2cc(CNC(=S)Nc3ccc(OC(F)F)cc3)ccc2n1C,-0.7%,-4.1%,-7.5%,13.5%,-3.1%,1.2%[15.4 µM],-20.5%,-9.6%

# Source: PubChem

# The list is partial; count on the stated rates, not on these rows.
